RSV antiviral HEp-2 – RSV antiviral activity via CPE protection, HEp-2 cells, primary 10 µM value included (AID 2391); HEp-2 cells, RSV-induced CPE inhibition; higher % means a stronger effect; actives 0.13% (n = 310,000); one-dose CPE inhibition, % at 10 µM; IC50 in µM for titrated hits; in the data active means a potency from the dose series; inconclusive means CPE inhibition mostly from about 23% at the one dose, without a potency; inactive means the rest, 99 in 100 with CPE inhibition below about 21%; further: strong numbers were not always called active
Salmonella PhoP GFP – inhibitors of PhoP regulon expression, primary screen, Salmonella Typhimurium, GFP reporter (AID 1863); S. Typhimurium PhoP-regulated promoter GFP reporter, 4 h; higher % means a stronger effect; inhibition, % at 50 µM; hits with a dose series show IC50 in µM; actives 0.16% (n = 300,000);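 active means inhibition over 29.93%, a cutoff 3 SD above the screen mean, later confirmed by dose response; inconclusive means inhibition over 29.93% but no dose response follow-up; inactive means inhibition at most 29.93% or unconfirmed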;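 further: 0% = low Mg2+ inducing control and 100% = high Mg2+ repressing control; strong numbers were not always called active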
ER stress rescue – protection against thapsigargin-triggered cell killing – 384-well, CSM14.1, ATP luminescence, primary screen (AID 1222); CSM14.1 thapsigargin-induced death rescue, ATP luminescence; higher % means a stronger effect; one-dose cellular ATP content (survival), % at 20 µM; EC50 in µM for titrated hits; 190,000 tested, under 10 active;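 active means EC50 below 50 µM in the dose-response confirmation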;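 further: death triggered by thapsigargin at about 15 µM added after 2 h compound pretreatment; cell ATP read after overnight thapsigargin exposure of roughly 18 to 22 hours; normalized against plate controls of thapsigargin alone and 5% DMSO vehicle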
PMI inhibition – human PMI inhibitors, high substrate, primary screen, biochemical, fluorescence intensity, high mannose 6-phosphate (AID 1220); recombinant PMI enzyme, coupled fluorescence intensity; higher % means a stronger effect; inhibition, % at 20 µM, or IC50 in µM where a hit was titrated; actives 0.66% (n = 190,000)
SV40 large T antigen – TAg ATPase/helicase activity blockers – biochemical (AID 1903); SV40 large T antigen ATPase/helicase inhibition assay; higher % means a stronger effect; actives 0.39% (n = 310,000); one-dose inhibition, % at 20 µM; IC50 in µM for titrated hits; in the data active means a potency from the dose series; inconclusive means inhibition mostly from about 32% at the one dose, without a potency; inactive means the rest, 99 in 100 with inhibition below about 32%; further: strong numbers were not always called active
PMI inhibitors – MPI enzyme activity inhibition – biochemical, fluorescence intensity, coupled assay, primary screen (AID 1209). purified PMI enzyme, coupled fluorescence intensity; higher % means a stronger effect. inhibition, % at 20 µM; hits with a dose series show IC50 in µM. actives 0.42% (n = 190,000);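 further: plate controls were DMSO vehicle for no effect and wells lacking substrate for full effect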
West Nile antiviral – West Nile virus antiviral activity, cell-based, CPE readout (AID 1621); West Nile virus-infected cells, CPE inhibition; higher % means a stronger effect; one-dose CPE inhibition, % at 10 µM; IC50 in µM for titrated hits; actives 0.02% (n = 290,000); in the data active means a potency from the dose series; inconclusive means CPE inhibition mostly from about 3.7% at the one dose, without a potency; inactive means the rest, 99 in 100 with CPE inhibition below about 2.2%; further: strong numbers were not always called active
Ins promoter up – MIN6 insulin promoter up-regulation; z-score at 5 µM; MIN6 insulin promoter-GFP reporter, high-content imaging; stronger effect = higher value; AID 1625; actives 0.3% (n = 190,000);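 active means z-score above 3 at 5 µM with at least 500 cells counted in the well; inconclusive means wells under 500 cells, flagged as cytotoxic or low count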
TNAP activators – human TNAP enzyme activators, primary screen, biochemical, luminescent, no phosphate acceptor, uHTS (AID 1001). purified TNAP, luminescent activation assay, no phosphate acceptor; higher activation fold means a stronger effect. activation fold at 20 µM, or EC50 in µM where a hit was titrated. actives 0.03% (n = 200,000); in the data active means activation fold from about 3, or a potency from the dose series; inactive means the rest, 99 in 100 with activation fold below about 1.6; further: many of its hits are not listed in these tables
Ins promoter up cell count – further read-out of Ins promoter up, marked with its call; cell count; measured here: cytotoxicity, nuclei count;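 total cells summed across four imaged fields per well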
* hit, by the source's call; ? = inconclusive; / = no result given. Unless noted, no stated cut-off is given here; in the data, active means inhibition above about 50%; inactive means the rest.

SMILES	RSV antiviral HEp-2	Salmonella PhoP GFP	ER stress rescue	PMI inhibition	SV40 large T antigen	PMI inhibitors	West Nile antiviral	Ins promoter up	Ins promoter up cell count	TNAP activators
COc1ccc(NC(=O)CSc2nc3c(c(=O)n2-c2ccccc2)SCC3)c(OC)c1	1.9%	8%	-2.7%	3%	3%	6%	/	-0.62	1194	1.1
N#Cc1nnn(Cc2ccccc2)c1N	2.5%	-6%	-0.5%	-6%	4%	-12%	0.1%	-0.9	959	1.1
O=c1c(Cl)c(NCc2ccccc2)cnn1C12CC3CC(CC(C3)C1)C2	11%	-3%	-2.3%	-2%	9%	6%	-1.3%	0.64	1236	1.2
COc1ccccc1NC(=O)CSc1nnc2ccc(-c3cccnc3)nn12	2.5%	3%	/	17%	13%	3%	-0.4%	0.21	1339	1.1
COc1cccc(-n2c(C)cc(/C=C3/C(=N)N4C(=NC3=O)SN=C4S(C)(=O)=O)c2C)c1	16%	-15%	-1.8%	3%	27%	-32%	0.3%	-0.14	1254	1
Cn1cc(CCC(=O)N2CCCC(CCC(=O)NCc3ccccc3F)C2)cn1 (stereo not given)	-0.4%	0%	-0.5%	-2%	13%	7%	0.7%	0.21	1376	1.1
O=C(c1ccc(OC2CCN(C/C=C/c3ccccc3)CC2)cc1)N1CCCC1	0.0%	2%	/	/	-9%	/	-0.8%	/	/	/
Cc1cccc(NS(=O)(=O)c2ccc3[nH]c(=O)cc(C(=O)O)c3c2)c1	3.9%	2%	-0.7%	-12%	12%	-8%	-0.1%	0.5	1348	1.1
Cc1cccc(NC(=S)NC2CCCC2)c1C	1.2%	-1%	/	/	28%	/	-0.6%	/	/	/
O=C(c1ccc(Cl)cc1)[C@@H]1[C@@H]2C(=O)N(c3ccccc3)C(=O)[C@@H]2C2c3ccccc3C=NN21 (stereo not given in full)	2.9%	0%	3.9%	10%	3%	14%	-0.2%	-0.24	1331	1
CCOc1ccc(OCC)c(NC(=O)CN2CCN(c3ccc(C)cc3C)CC2)c1	?	-15%	15%	4%	6%	10%	/	/	/	1.1
CC(C)N(Cc1nccn1C)C(=O)CC1C(=O)NCCN1Cc1ccccc1C(F)(F)F (stereo not given)	0.9%	-1%	-1.8%	5%	53%	-12%	0.5%	-0.77	1601	1.1
COc1ccc(-n2nc(C(=O)NCC(=O)Nc3cccc(C)n3)c3ccccc3c2=O)cc1	1.2%	-11%	-2.2%	4%	2%	8%	0.6%	/	/	1.1
COc1cc(-c2n[nH]c(=S)n2/N=C/c2cccn2C)cc(OC)c1OC	1.8%	-6%	/	/	33%	/	0.1%	-0.36	981	/
COc1ccccc1NC(=O)COC(=O)c1ccc(S(=O)(=O)NCc2ccco2)cc1	1.9%	2%	-0.6%	6%	3%	11%	1.4%	-0.51	1565	1.1
CC1(C)CC(=O)C=C(NCCN2CCN(C(=O)Nc3ccc(Cl)c(Cl)c3)CC2)C1	0.6%	-4%	3.5%	4%	16%	2%	0.0%	-0.79	1194	1.1
Cc1[nH]n(-c2ccccc2)c(=O)c1C=NC1CCCCC1	3.4%	-7%	0.5%	7%	19%	7%	0.1%	-1.1	1347	1.1
CCC(=O)Nc1nnc(SCc2cccc(F)c2)s1	-2.7%	-6%	-1.4%	14%	1%	9%	-0.6%	0.7	1360	1
C=CCn1c(-c2ccccc2)nc(=S)c2c1CC(C)(C)OC2	0.5%	-8%	2.5%	8%	-1%	7%	-0.1%	0.42	1335	1.1
COc1cc(OC)c(/C=N/NC(=O)c2ccc(Cn3nc([N+](=O)[O-])cc3C)cc2)c(OC)c1	2.3%	-11%	/	/	11%	/	0.3%	-0.08	1335	/
CC(=O)N1CCC(C(=O)Nc2ccc(S(=O)(=O)NCCc3ccccc3)cc2)CC1	0.8%	-2%	/	/	11%	/	0.9%	/	/	/
CCOc1cccc(C(=O)Nc2cccc(C(C)=O)c2)c1	4.1%	7%	-5.5%	-10%	1%	-10%	-0.8%	1	1390	1.1
O=c1c(-c2ccccc2)c(O)c2ccccc2n1-c1ccccc1	0.7%	-1%	/	/	23%	/	-0.3%	/	/	/
O=C(NC1CC2CCC(C1)N2C(=O)NCc1ccccc1)C1CC1 (stereo not given)	0.9%	-7%	-0.5%	-2%	24%	4%	0.0%	-0.58	1260	1.1
CNC(=O)c1cc2cc(OC)ccc2n1CCN(C)C	0.2%	-1%	0.3%	-2%	5%	-15%	0.1%	-0.58	942	1.1
Cc1ccc(C)c(N2CCN(C(c3ccncc3)c3nnnn3Cc3ccccc3)CC2)c1 (stereo not given)	?	0%	0.2%	-120%	2%	-5%	-1.1%	-0.21	1295	1.1
Cc1cccc(C)c1NC(=O)CSc1nnc(C)c(=O)[nH]1	1.6%	-2%	-1.3%	-2%	10%	-5%	0.4%	-0.05	1184	1.2
O=c1cnnc(SCCc2ccccc2)[nH]1	3.3%	-36%	0.5%	7%	3%	10%	0.6%	1	1965	1.1
O=C(O)c1cccc(NCc2ccncc2)c1	2.6%	5%	-0.6%	2%	15%	6%	/	1.3	758	1.1
CCOc1ccc(N(CC(=O)NCC2CCCO2)C(=O)CCC(=O)Nc2nccs2)cc1 (stereo not given)	-0.5%	-1%	0.1%	-1%	5%	2%	0.1%	-0.45	1349	1.1
O=C(O)CN(Cc1ccco1)S(=O)(=O)c1ccccc1	1.6%	-7%	-0.1%	-3%	-2%	-10%	-0.1%	-0.14	1079	1.1
COc1ccc2cc(/C=C/C(=O)N3CCN(CC(=O)N4CCCCCC4)CC3)ccc2c1	10%	2%	/	/	-16%	/	-1.1%	/	/	/
O=C(Nc1ccccc1F)Nc1ccccc1N1CCCCC1	0.9%	-5%	/	/	2%	/	-1.3%	0.73	1401	/
Cc1cc(C)cc(N(C(=O)c2sc(C)nc2C)C(C(=O)NC(C)(C)C)c2ccncc2)c1 (stereo not given)	2.6%	0%	0.1%	11%	1%	-5%	2.9%	/	/	1
O=C(CCN1C(=O)C2C3CCC(C3)C2C1=O)Nc1ccccc1Cl (stereo not given)	-0.1%	-3%	/	/	7%	/	-0.3%	/	/	/
O=C(Nc1ccc2nn(-c3ccc(F)cc3)nc2c1)c1cccnc1	40%	-2%	1.0%	8%	6%	6%	0.8%	-1.9	1468	1.1
O=C(C[n+]1cccc2ccccc21)c1ccccc1	0.9%	-7%	-0.5%	-42%	6%	-37%	-0.1%	0.06	1281	1.1
C=CCNC(=S)N/N=C/c1cn(-c2ccccc2)nc1-c1ccc(OC)cc1	4.2%	-4%	1.8%	-4%	0%	-8%	-0.8%	-1.1	1271	0.9
FC(F)(F)c1ccncc1-c1nnc(C2CCCCC2)o1	1.9%	-9%	/	/	9%	/	-0.1%	-0.67	1257	/
Cc1csc(=NC(=O)c2ccccc2)n1Cc1ccco1	12%	13%	1.3%	1%	6%	-4%	0.1%	-0.11	1199	1.1

An excerpt from above in order of SMILES length, ascending:
SMILES	RSV antiviral HEp-2	Salmonella PhoP GFP	ER stress rescue	PMI inhibition	SV40 large T antigen	PMI inhibitors	West Nile antiviral	Ins promoter up	Ins promoter up cell count	TNAP activators
O=C(O)c1cccc(NCc2ccncc2)c1	2.6%	5%	-0.6%	2%	15%	6%	/	1.3	758	1.1
O=C(C[n+]1cccc2ccccc21)c1ccccc1	0.9%	-7%	-0.5%	-42%	6%	-37%	-0.1%	0.06	1281	1.1
Cc1csc(=NC(=O)c2ccccc2)n1Cc1ccco1	12%	13%	1.3%	1%	6%	-4%	0.1%	-0.11	1199	1.1
Cc1cccc(C)c1NC(=O)CSc1nnc(C)c(=O)[nH]1	1.6%	-2%	-1.3%	-2%	10%	-5%	0.4%	-0.05	1184	1.2
O=c1c(-c2ccccc2)c(O)c2ccccc2n1-c1ccccc1	0.7%	-1%	/	/	23%	/	-0.3%	/	/	/
O=C(Nc1ccc2nn(-c3ccc(F)cc3)nc2c1)c1cccnc1	40%	-2%	1.0%	8%	6%	6%	0.8%	-1.9	1468	1.1

Continuation.
SMILES	RSV antiviral HEp-2	Salmonella PhoP GFP	ER stress rescue	PMI inhibition	SV40 large T antigen	PMI inhibitors	West Nile antiviral	Ins promoter up	Ins promoter up cell count	TNAP activators
C=CCc1c(C)nc(-c2ccccc2)nc1N/N=C(\C)c1ccccc1	21%	8%	-1.7%	-67%	8%	-40%	-0.8%	/	/	1.2
O=C(NCc1cccc(Cl)c1)c1cc(=O)[nH]c2ccccc12	1.6%	9%	/	/	4%	/	-0.3%	/	/	/
COc1ccc(C(C(=O)NCC2CCCO2)N(Cc2cccs2)C(=O)c2snc(C(N)=O)c2N)cc1 (stereo not given)	-1.0%	6%	/	/	-8%	/	0.3%	/	/	/
O=c1c2cc(-c3ccccc3)sc2ncn1/N=C/c1ccco1	9.8%	2%	-1.3%	14%	6%	10%	-0.1%	-0.24	1259	1
COc1cc(C=O)ccc1OC(=O)N1CCOCC1	1.1%	1%	/	/	7%	/	0.0%	/	/	/
COc1ccc(NC(=O)c2cc([N+](=O)[O-])ccc2O)cc1	6.1%	-5%	-4.0%	-2%	15%	-7%	-1.1%	/	/	1.1
CCN(CC)c1ccc(/C=N/NC(=S)NCc2ccc(OC)cc2)cc1	15%	-3%	-1.3%	9%	5%	12%	-0.4%	0.33	1402	1.1
CC1(C)Cc2cccc(OCC(=O)OCC(=O)Nc3cccc(S(N)(=O)=O)c3)c2O1	-0.1%	-8%	/	/	16%	/	0.6%	0.49	716	/
Cc1cc(C)cc(-n2cnc3cc(C(=O)O)ccc32)c1	2.2%	-10%	-0.6%	-2%	11%	3%	-0.4%	0.3	861	1
O=C(Cn1cc(C(F)(F)F)cc(Cl)c1=O)Nc1cc(S(=O)(=O)N2CCOCC2)ccc1Cl	2.2%	0%	1.9%	7%	-1%	7%	-1.1%	-0.8	1464	1.1
COc1ccccc1-c1nnc(Nc2nc3c(OC)cccc3s2)o1	5.1%	11%	3.8%	5%	-3%	5%	1.3%	/	/	1.4
O=C(Nc1ccc(Oc2cccnc2)cc1)C1CCN(Cc2cc(Cl)ccc2O)CC1	6.6%	0%	/	/	9%	/	0.1%	/	/	/
O=C(Nc1sc2c(c1C(=O)O)CCCCC2)c1ccccc1	2.6%	-3%	-1.7%	13%	26%	15%	0.0%	/	/	1
Cc1ccc(C(c2ccc(C)o2)c2cccc([N+](=O)[O-])c2O)o1	3.0%	-9%	0.4%	-2%	15%	-10%	0.6%	0.68	1550	1
CCSc1cc(N2CCCC2)nc(-c2ccccc2)n1	5.1%	9%	-0.1%	1%	-5%	0%	-0.1%	/	/	1
CC(C)(C)C(=O)/C(=C/c1ccc(Cl)cc1)n1cncn1	-2.3%	15%	/	/	3%	/	-2.1%	/	/	/

Source: PubChem

This is a random part of the collection (roughly 1.5% active in at least one column).
